PAFAH2 FP inh – PAFAH2 (human) inhibition; recombinant PAFAH2, FP-rhodamine activity probe, fluorescence polarization; 0.99% of 340,000 active; inhibition, % at 3.39 µM; AID 492956; Q99487;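 active means inhibition above the mean over all tested compounds plus 3 SD, cut at about 30% in these data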;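 further: inhibitors block probe labeling of enzyme so polarization drops; 0% = enzyme with DMSO and 100% = wells lacking PAFAH2 protein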
PAFAH1B3 FP inh – inhibitors of human PAFAH1B3; inhibition, % at 3.39 µM; 0.28% of 340,000 active; recombinant PAFAH1B3, FP-rhodamine probe, fluorescence polarization; Q15102;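 active means inhibition above the screen-wide average of all tested compounds plus 3 SD, cut at about 25% in these data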;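 further: 0% = enzyme with DMSO only and 100% = wells lacking PAFAH1B3 protein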
PAFAH1B2 inh – PAFAH1B2 (human) inhibition; 1.2% of 340,000 active; inhibition, % at 3.39 µM; P68402; AID 492953; recombinant PAFAH1B2, FP-rhodamine activity probe, fluorescence polarization;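 active means inhibition above the mean of all tested compounds plus 3 SD, cut at about 24% in these data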;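 further: 0% = enzyme with DMSO and 100% = wells lacking PAFAH1B2; many of its hits are not listed in these tables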
An asterisk follows results filed as active. A portion of the library; count on the stated rates, not on these rows.

The line under a structure holds: PAFAH2 FP inh, PAFAH1B3 FP inh, PAFAH1B2 inh
- CCCn1c(SCC(=O)c2cc(C)n(-c3cc(C)on3)c2C)n[nH]c1=O
    6, 8, 2
- CN1CCCC1CCOC(C)(c1ccccc1)c1ccc(Cl)cc1 (stereo not drawn)
    -6, -4, 0
- COc1ccc2c(C)cc(=O)oc2c1
    0, 12, 3
- Cc1cc(=O)[nH]c(NN=Cc2c(Cl)cccc2Cl)n1
    5, 9, 8
- O=C(COc1ccc(Br)cc1)NNC(=O)Cc1ccc(S(=O)(=O)N2CCOCC2)s1
    0, 4, 6
- COc1ccc([C@@H]2C[C@@H](c3ccccc3)Oc3cc(C)cc(C)c32)cc1
    -1, 13, -4
- COc1ccc(-c2cc(C(F)(F)F)nc(S(=O)(=O)CCCC(=O)Nc3cccnc3Cl)n2)cc1OC
    2, 7, -5
- Cc1ccnc(NC(=O)c2cccc(NC(=O)c3ccc(Cl)c(Cl)c3)c2)c1
    -7, -2, -3
- CCOC(CCc1c(C)nc(NC(C)=O)[nH]c1=O)OCC
    2, 16, 1
- Clc1ccc2c(SCC3CO3)c3ccccc3nc2c1 (stereo not drawn)
    0, 10, 3
- COc1ccc(C=NNC(=O)CCCC(=O)NN=Cc2ccc(OC)c(OC)c2)cc1OC
    -4, 4, 1
- O=C(O)CCC1(C(=O)O)CCC(=O)c2ccccc21 (stereo not drawn)
    -1, 1, 5
- O=C(NNC(=O)c1ccc(Cn2cccn2)o1)NC12CC3CC(CC(C3)C1)C2
    6, 8, 11
- CCN(C(=O)COC(=O)C12CC3CC(CC(NC(C)=O)(C3)C1)C2)C1CCCCC1
    -2, 1, 1
- C=CCOc1ccc2c3c(c(=O)oc2c1)CCCC3
    4, 17, 7
- CCOC(=O)NC1CCc2cc(OC)c(OC)c(OC)c2-c2ccc(OC)c(=O)cc21 (stereo not drawn)
    4, 3, 3
- O=C(CCN1CCC2CCC(C2)C1)c1ccc(F)cc1 (stereo not drawn)
    -5, 9, 5
- CCC1(c2ccc(Cl)cc2)NC(=O)N(CC(=O)NC2CCCC(C)C2C)C1=O (stereo not drawn)
    -1, 7, 6
- Cc1cnc(C=NNC(N)=S)c2cccc(N)c12
    18, 34*, 9
- O=C(NCC(=O)N1CCCC1)c1ccc(Br)o1
    1, -5, 0
- CCN1C[C@@H]2[C@@H]3C(=O)N(Cc4ccccc4)C(=O)[C@@H]3[C@](C)(C1=O)N2C(=O)c1ccccc1
    -1, 5, 10
- Cc1cc(OC(F)F)ccc1NC(=S)NC1CCCC1
    2, 4, 2
- O=C(Cc1cccc(NC(=O)C2CCCN(C(=O)C3CCCCC3)C2)c1)Nc1ccc(C(=O)N2CCOCC2)cc1 (stereo not drawn)
    -7, 2, 3
- COc1ccc(C(=O)/C=C/C(=O)N(CC(=O)NCCC(C)C)Cc2cccs2)c(O)c1
    -6, 1, -8
- COc1cc(C)c(C2NC(=O)c3ccccc3N2)cc1C (stereo not drawn)
    6, 8, -1
- O=S(=O)(O)c1cc(O)c(N=Nc2ccc(O)cc2O)c2ccccc12
    90*, 90*, 87*
- COc1ccc(OC)c(-n2c(N)c(C(=O)NCC3CCCO3)c3nc4ccccc4nc32)c1 (stereo not drawn)
    5, 5, 7
- CNC(=O)C(=O)NCCN1CCN(S(=O)(=O)c2ccc3ccccc3c2)CC1
    -3, 6, -3
- O=C(O)c1cccc2c1-c1ccc(Cl)cc1C2
    0, 2, 0
- CN(C(=O)c1cccc(NC(=O)Cc2cccc(NC(=O)C3CCCN(C(=O)C4CCCC4)C3)c2)c1)C1CC1 (stereo not drawn)
    -1, 3, 1
- CC(C)C(=O)Nc1c(-c2ccccc2Cl)c(=O)c2ccccc2n1C
    -8, 7, 1
- Cc1cccc(/C=C(\c2nc3ccccc3[nH]2)S(=O)(=O)c2ccccc2)c1
    6, 7, 5
- O=S(=O)(CCNCc1ccccc1)NC1CCCCC1
    -7, 4, 9
- Cc1ncc([N+](=O)[O-])n1S(=O)(=O)c1ccc2c(c1)OCCO2
    -1, 2, 5
- COc1ccc(CCNC(=O)c2cc([N+](=O)[O-])cc([N+](=O)[O-])c2)cc1OC
    5, 10, 1
- S=C(NCc1ccccc1)NCc1ccc(Cl)cc1
    1, 7, 8
- C(COC1CC2CC1C1C2CC2OC21)OC1CC2CC1C1C2CC2OC21 (stereo not drawn)
    -4, 2, -1
- O=C(CCCCCCCC(=O)N1CCCC1)N1CCCC1
    6, 9, 3
- CCC(CC)C(=O)Nc1nnc(S(=O)(=O)N(CC)c2ccc(OC)cc2)s1
    1, 6, 12
- CC(=O)N1N=C(c2ccco2)CC1c1ccco1 (stereo not drawn)
    -2, 9, -3
- COc1ccc(NC(C)=O)cc1NC(=O)C1CCCN1C(=O)c1cccs1 (stereo not drawn)
    2, -1, -2
- Cc1ccc(C)c(NC(=O)C(OC(=O)c2ccc(CO)cc2)c2ccccc2)c1 (stereo not drawn)
    1, 0, -2
- CC(CN)(NS(=O)(=O)c1ccccc1)c1ccccc1 (stereo not drawn)
    -4, 1, 7
- COC(=O)C1CN(Cc2ccccc2)C(=O)C1=O (stereo not drawn)
    -2, 4, -1
- COc1cccc(-c2nc(NCc3cccnc3)c3ccccc3n2)c1O
    -5, 10, 3
- COc1cccc(CNC(=O)c2cccnc2Sc2ccccc2)c1
    0, 10, 2
- CCCCN(C(=O)C1CC(=O)N(CCc2ccc(OC)c(OC)c2)C1)c1c(N)n(CC(C)C)c(=O)[nH]c1=O (stereo not drawn)
    0, 2, 2
- CN(c1ccccc1)c1ccc(/C=C(/CCC(=O)O)c2nc3ccccc3s2)cc1[N+](=O)[O-]
    41*, 12, 94*
- Cc1ccc(-c2[nH]nc(N)c2N=Nc2cccc(Cl)c2C)cc1
    0, 3, 4
- CCN1C[C@@H]2[C@@H]3C(=O)N(C)C(=O)[C@@H]3[C@](C)(C1=O)N2C(=O)c1ccc(C(F)(F)F)cc1
    -1, 6, -3
- CCN(CC)S(=O)(=O)c1cc(OC)ccc1N=Nc1ccc(O)c2ncccc12
    8, 10, 6
- COc1ccc(NC(=O)NC2CCCCCCC2)c(OC)c1
    -3, 13, 8
- CC[C@]12C(=O)N(C)C[C@H]([C@@H]3C(=O)N(C)C(=O)[C@@H]31)N2C(=O)c1ccc(C)cc1
    4, -10, 9
- CC(C)CSc1nc(N)nc2c1ncn2C1OC(CO)C(O)C1O (stereo not drawn)
    1, 16, 7
- Cc1ccc(S(=O)(=O)Nc2ccc(C(=O)NCc3cccnc3)cc2)cc1
    -3, -6, 14
- Cc1ccnc(NC(=O)c2cccc(NS(=O)(=O)c3ccccc3C)c2)c1
    13, -1, 8
- COc1ccc(Cl)cc1NS(=O)(=O)c1cccc(C(=O)NC2CCN(Cc3ccccc3)CC2)c1
    1, -1, -3
- O=C(NCCc1ccccc1)c1coc(=O)c(Br)c1
    -5, 3, 4
- O=C(CCn1nc(-c2ccc(Cl)cc2)ccc1=O)N1CCN(c2ccccn2)CC1
    -9, -3, 1
- CCN=C1S/C(=C\c2cc(Br)c(O)c(OC)c2)C(=O)N1CC
    2, 7, 4

The list goes on:
The line under a structure holds: PAFAH2 FP inh, PAFAH1B3 FP inh, PAFAH1B2 inh
- COc1ccccc1CNC(=O)COC(=O)CSc1ccc(C)c(C)c1
    1, 2, 0
- O=C(O)c1ccccc1Nc1ccc2nonc2c1[N+](=O)[O-]
    0, -5, -7
- CCN(C(=O)COC(=O)CCOc1cc(C)ccc1C)c1c(N)n(Cc2ccccc2)c(=O)[nH]c1=O
    7, 6, -1
- Cc1nc(N)nc(N)c1-c1ccc(Cl)c(Cl)c1
    8, 12, 7
- OC1(c2cccc(C(F)(F)F)c2)CCN(c2ncnc3c2[nH]c2ccc(F)cc23)CC1
    -10, 9, -4
- CCN(CC)CCCNc1nc2ccccc2c2[nH]c3ccc(OC)cc3c12
    5, 2, 2
- COc1cccc(NC(=S)N2CCN(S(=O)(=O)c3ccc(F)cc3)CC2)c1
    -3, 6, 7
- Cc1cc(C)c2[nH]c(=O)c(CN(Cc3nnnn3C3CCCC3)C3CCCCC3)cc2c1
    0, 2, 4
- COc1cccc(C2/C(=C(\O)c3ccc4c(c3)OCCO4)C(=O)C(=O)N2CC2CCCO2)c1 (stereo not drawn)
    -5, 15, 3
- COc1ccc(OCC(O)CN2CCN(CC(O)COc3ccc(OC)cc3)CC2)cc1 (stereo not drawn)
    -1, 2, -2
- CCOc1ccc(/C=C2/SC(=S)N(C(C(=O)O)c3ccccc3)C2=O)cc1OCC (stereo not drawn)
    11, 3, 1
- CC1CCCC(C)N1C(=O)COC(=O)CSc1ccc([N+](=O)[O-])cc1 (stereo not drawn)
    4, 8, 11
- Cc1cc(NS(=O)(=O)c2ccc(NC(=O)Cc3ccc(Cl)c(Cl)c3)cc2)no1
    13, 6, 3
- COc1ccc(NC(=O)CSc2n[nH]c(=O)n2C2CC2)cc1Cl
    4, -2, -2
- O=C(CNC(=O)c1ccc(Br)o1)Nc1ccccc1
    3, 5, 3
- Cc1c(C(=O)N2CC(C(=O)N3CCCCC3)Oc3ccccc32)oc2ccccc12 (stereo not drawn)
    -3, 4, 0
- CCc1ccc(N2C(=O)C(Cl)=C(N3CCCCCC3)C2=O)cc1
    5, 13, 3
- Cc1cccc(N2CN=c3s/c(=C\c4ccncc4)c(=O)n3C2)c1
    -2, 20, -3
- CC1=NN(C(N)=S)C(=O)C1N=Nc1ccc(Br)cc1 (stereo not drawn)
    6, -5, 2
- COc1cccc(NC(=S)NCc2ccc3c(c2)cc(C)n3C)c1
    8, 2, 9

In another format: results already given
smiles | PAFAH2 FP inh | PAFAH1B3 FP inh | PAFAH1B2 inh
O=C(O)c1ccccc1Nc1ccc2nonc2c1[N+](=O)[O-] | 0 | -5 | -7
CCN(C(=O)COC(=O)CCOc1cc(C)ccc1C)c1c(N)n(Cc2ccccc2)c(=O)[nH]c1=O | 7 | 6 | -1
Cc1nc(N)nc(N)c1-c1ccc(Cl)c(Cl)c1 | 8 | 12 | 7
OC1(c2cccc(C(F)(F)F)c2)CCN(c2ncnc3c2[nH]c2ccc(F)cc23)CC1 | -10 | 9 | -4
CCN(CC)CCCNc1nc2ccccc2c2[nH]c3ccc(OC)cc3c12 | 5 | 2 | 2
COc1cccc(NC(=S)N2CCN(S(=O)(=O)c3ccc(F)cc3)CC2)c1 | -3 | 6 | 7
Cc1cc(C)c2[nH]c(=O)c(CN(Cc3nnnn3C3CCCC3)C3CCCCC3)cc2c1 | 0 | 2 | 4
COc1cccc(C2/C(=C(\O)c3ccc4c(c3)OCCO4)C(=O)C(=O)N2CC2CCCO2)c1 (stereo not drawn) | -5 | 15 | 3
COc1ccc(OCC(O)CN2CCN(CC(O)COc3ccc(OC)cc3)CC2)cc1 (stereo not drawn) | -1 | 2 | -2
CCOc1ccc(/C=C2/SC(=S)N(C(C(=O)O)c3ccccc3)C2=O)cc1OCC (stereo not drawn) | 11 | 3 | 1
CC1CCCC(C)N1C(=O)COC(=O)CSc1ccc([N+](=O)[O-])cc1 (stereo not drawn) | 4 | 8 | 11
Cc1cc(NS(=O)(=O)c2ccc(NC(=O)Cc3ccc(Cl)c(Cl)c3)cc2)no1 | 13 | 6 | 3
COc1ccc(NC(=O)CSc2n[nH]c(=O)n2C2CC2)cc1Cl | 4 | -2 | -2
O=C(CNC(=O)c1ccc(Br)o1)Nc1ccccc1 | 3 | 5 | 3
Cc1c(C(=O)N2CC(C(=O)N3CCCCC3)Oc3ccccc32)oc2ccccc12 (stereo not drawn) | -3 | 4 | 0
CCc1ccc(N2C(=O)C(Cl)=C(N3CCCCCC3)C2=O)cc1 | 5 | 13 | 3
Cc1cccc(N2CN=c3s/c(=C\c4ccncc4)c(=O)n3C2)c1 | -2 | 20 | -3
CC1=NN(C(N)=S)C(=O)C1N=Nc1ccc(Br)cc1 (stereo not drawn) | 6 | -5 | 2
COc1cccc(NC(=S)NCc2ccc3c(c2)cc(C)n3C)c1 | 8 | 2 | 9

Continued:
The line under a structure holds: PAFAH2 FP inh, PAFAH1B3 FP inh, PAFAH1B2 inh
- COc1ccccc1N(C)S(=O)(=O)c1ccc(C(=O)N(C)Cc2ccc(OC(F)F)cc2)cc1
    -5, -3, 4
- Cc1cccc(C(=O)Nc2ccn(C)n2)c1
    1, 9, -1
- Cc1ccc(OC(C)C(=O)Nc2ccc3c(c2)n(C)c(=O)n3C)c(C)c1 (stereo not drawn)
    1, -3, -1
- Cc1ccc(CNC(=O)c2ccc(-n3cccc3)cc2)cc1
    5, 0, 5
- CCN1CCC(O)(C(C(=O)O)c2ccccc2)CC1 (stereo not drawn)
    -6, 2, -3
- Cc1nn(C2CCS(=O)(=O)C2)c2nc(C3CC3)cc(C(=O)Nc3cccc(C#N)c3)c12 (stereo not drawn)
    0, 4, -1
- C=CCOc1ccc2c(c1)CCC1C2CCC2(C)C(O)C(O)CC12 (stereo not drawn)
    -3, 3, -3
- CC(C)c1nc2oc3c(N4CCN(C)CC4)ncnc3c2c2c1CCC2
    9, 9, 6
- CCC(C(=O)NC1CCCC1)n1c2ccccc2c2nc(=O)cc(C)n21 (stereo not drawn)
    -5, 8, 2
- COc1cc2c(cc1OC)C(C(=O)Nc1cc(C)c(OC)c(C)c1)CC(=O)N2 (stereo not drawn)
    1, -4, -1
- O=[N+]([O-])c1cc2ccccc2nc1-c1ccccc1
    -7, 2, 2
- CNc1ccc(N=Nc2cccc3ncccc23)cc1
    -4, 5, 2

Source: PubChem BioAssay
